# Source: PubChem BioAssay (Sanford-Burnham Center for Chemical Genomics)
# SENP8 block-1 = SENP8 protease inhibitors, primary screen, biochemical, luminescence; Sentrin-specific protease 8 (Homo sapiens), Q96LD8; purified SENP8, Z-RLRGG-aminoluciferin cleavage; 330,000 tested, 1.2% active; AID 2540, 2010; inhibition, % at 10 µM; in the data active = inhibition above about 50%
# UBC13 inh = UBC13 polyubiquitin chain formation inhibitors, primary screen, biochemical, TR-FRET, uHTS | Ubiquitin-conjugating enzyme E2 N (Homo sapiens), P61088 | inhibition, % at 20 µM | 330,000 tested, 0.47% active | AID 485273, 2010; in the data active = inhibition above about 45%, passing the limit was not always enough
# Target sequence (P61088 whole entry, looked up): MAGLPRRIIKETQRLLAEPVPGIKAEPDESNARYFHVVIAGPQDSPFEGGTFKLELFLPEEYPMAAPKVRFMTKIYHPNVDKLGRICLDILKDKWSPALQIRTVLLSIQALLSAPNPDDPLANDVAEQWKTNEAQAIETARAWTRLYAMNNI
# PfG6PD inh = PfG6PD enzyme inhibitors, primary screen, biochemical, fluorescence intensity, uHTS; glucose-6-phosphate dehydrogenase-6-phosphogluconolactonase (Plasmodium falciparum 3D7); PfGluPho enzyme, NADPH resazurin-diaphorase fluorescence; inhibition, % at 20 µM; 350,000 tested, 0.78% active; AID 504690, 2011;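 active = inhibition reaching at least a set limit at 20 µM in the primary screen, cut at about 59% in these data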;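 also: 0% = DMSO wells with substrate and 100% = DMSO wells lacking glucose-6-phosphate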
# SENP8 block-2 = human SENP8 protease inhibitors, primary screen, biochemical, fluorescence, Nedd8 protein substrate, uHTS; Sentrin-specific protease 8 (Homo sapiens), Q96LD8; recombinant SENP8; inhibition, % at 20 µM; 360,000 tested, 0.64% active; AID 602440, 2012; in the data active = inhibition mostly above about 40%, no sharp cut-off; inactive = mostly below about 27%
# MIN6 prolif = inducers of MIN6 beta-cell proliferation, primary screen, ATP luminescence, uHTS; MIN6 cells proliferation, ATPlite luminescence, 48 h; cells starved in 0.2% serum; 100% = growth in 10% serum; proliferation, % at 10 µM; 330,000 tested, 0.29% active; AID 2380, 2010;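 active = compounds whose signal lies at least 3.5 SD above the mean of all wells on their plate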;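 also: 0% = DMSO-treated cells in low-serum medium and 100% = 10% serum control; some compounds called inactive have numbers as strong as hits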
# SENP6 block = SENP6 protease inhibitors, primary screen, biochemical, luminescence, uHTS. Sentrin-specific protease 6 (Homo sapiens), Q9GZR1. Recombinant SENP6 catalytic domain, aminoluciferin luminescence. inhibition, % at 10 µM. 330,000 tested, 1.8% active. AID 2599, 2010;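 active = inhibition above about 50% at the single tested dose, limit read from the data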;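 also: plate controls were DMSO wells with enzyme for no effect and DMSO wells lacking enzyme for full effect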
# Target sequence (Q9GZR1 628-1112 limits assumed): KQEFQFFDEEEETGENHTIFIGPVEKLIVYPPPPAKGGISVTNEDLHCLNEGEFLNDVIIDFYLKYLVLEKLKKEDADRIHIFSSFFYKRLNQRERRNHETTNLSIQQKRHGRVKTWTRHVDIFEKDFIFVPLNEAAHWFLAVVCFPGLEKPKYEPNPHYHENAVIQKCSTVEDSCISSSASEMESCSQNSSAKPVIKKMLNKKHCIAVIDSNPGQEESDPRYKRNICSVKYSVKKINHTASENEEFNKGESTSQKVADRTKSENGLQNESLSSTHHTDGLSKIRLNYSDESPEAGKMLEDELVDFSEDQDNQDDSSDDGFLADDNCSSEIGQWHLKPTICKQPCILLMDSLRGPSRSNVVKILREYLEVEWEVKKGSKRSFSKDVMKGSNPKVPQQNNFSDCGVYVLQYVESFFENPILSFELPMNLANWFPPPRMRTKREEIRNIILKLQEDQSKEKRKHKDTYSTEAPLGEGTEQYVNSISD
# SENP7 inh = SENP7 protease inhibitors, primary screen, biochemical, luminescence, uHTS; recombinant SENP7, Z-RLRGG-aminoluciferin luminescence, 40 min; AID 434973, 2010; inhibition, % at 5 µM; 330,000 tested, 1.5% active;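 active = inhibition above about 50% at the single test dose, limit read from the data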;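 also: plate controls were DMSO with enzyme for no effect and no enzyme buffer wells for full effect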
# Target sequence (Q9BQF6 706-1050 limits assumed): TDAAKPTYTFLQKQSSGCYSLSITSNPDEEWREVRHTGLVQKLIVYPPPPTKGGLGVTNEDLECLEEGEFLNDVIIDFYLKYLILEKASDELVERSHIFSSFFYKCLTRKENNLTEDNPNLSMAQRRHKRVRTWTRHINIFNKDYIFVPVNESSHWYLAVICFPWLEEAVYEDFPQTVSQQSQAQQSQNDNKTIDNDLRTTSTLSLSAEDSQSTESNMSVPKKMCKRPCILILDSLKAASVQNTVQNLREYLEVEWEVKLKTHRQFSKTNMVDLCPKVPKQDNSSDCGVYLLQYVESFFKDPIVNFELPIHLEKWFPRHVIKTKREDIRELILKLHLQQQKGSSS
# HKDC1 inh = HKDC1 hexokinase inhibitors, primary screen, biochemical, fluorescence, uHTS | AID 493160, 2011 | Q2TB90 | 340,000 tested, 0.16% active | recombinant HKDC1, G6PDH/diaphorase resazurin coupled fluorescence | inhibition, % at 20 µM;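 active = inhibition above about 35% when tested at 20 µM, limit read from the data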;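 also: plate controls were DMSO wells with enzyme for no effect and DMSO wells lacking enzyme for full effect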
#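 Assay system: in-house recombinant HK5 (HKDC1) enzyme. Input: HKDC1 at 5 µg/mL. Medium: Tris pH 8.0 buffer with MgCl2, Tween-20, BSA, BME. Dosing: single 20 µM dose. Schedule: 90 min reaction incubation at room temperature, dark. Signal: resazurin-to-resorufin fluorescence via G6PDH and diaphorase coupling, 525/613 nm. Controls: DMSO-enzyme wells negative, buffer-substituted wells positive.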
# SENP1 inh = human SENP1 catalytic domain inhibitors, primary screen, biochemical, FRET, uHTS. Sentrin-specific protease 1 (Homo sapiens), Q9P0U3. recombinant SENP1 catalytic domain, CyPet-SUMO1-YPet FRET cleavage. AID 624204, 2012. 360,000 tested, 0.21% active. inhibition, % at 10 µM;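 active = inhibition at least 30% at 10 µM, raw YFP signal under a set limit, fluorescence ratio 0.5 to 1.5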;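 also: 0% = enzyme with DMSO and 100% = no enzyme wells; some results filed as inactive read as strong as hits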
#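 Assay system: hSENP1 catalytic domain, recombinant. Amount: SENP1 enzyme, 20 pM final. Schedule: 50 min reaction, RT, dark. Technique: FRET, CFP and YFP emission. Control set: no-enzyme wells low, DMSO-plus-enzyme wells high control.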
# The depositor's hits bear a star; . = no result given.
Molecule	SENP1 inh	PfG6PD inh	MIN6 prolif	SENP6 block	SENP8 block-1	SENP8 block-2	UBC13 inh	HKDC1 inh	SENP7 inh
c1ccc(-c2nnn(C34CC5CC(CC(C5)C3)C4)n2)cc1	0.0	-0.5	-6.0	-10.3	-9.0	6.8	-3.9	4.2	-1.0
Cc1cc2c(=O)n(CC(=O)NCC(=O)Nc3ccc(C(C)C)cc3)cnc2s1	2.8	-17.1	4.5	-5.9	-0.8	1.1	-9.0	-8.9	-19.4
COc1ccc(NC(=O)CSc2nnc(-c3ccccn3)n2-c2ccccc2)cc1OC	1.1	7.6	2.7	-16.7	-10.7	12.0	-6.5	-5.6	-12.5
COc1cccc(CN(C)CC(=O)Nc2sc3c(c2C#N)CCC3)c1OC	-8.4	5.6	-6.9	-9.6	2.4	-3.9	3.7	-6.9	-4.0
COC(=O)C1C(=O)C(C(=O)/C=C/c2ccccc2)C(=O)CC1(C)C (stereo not given)	0.8	0.3	-2.6	-2.5	-3.3	-9.6	-0.2	1.9	7.0
O=C(c1c(F)cccc1F)N1CCCC(c2nc(-c3cccs3)no2)C1 (stereo not given)	5.6	-3.2	0.7	-3.8	9.0	7.7	7.7	-5.1	8.5
CCn1cnc2cc(NC(=O)c3ccco3)ccc21	-0.6	-0.4	-4.4	-12.1	-8.8	23.7	-4.8	-3.5	-13.1
COc1ccccc1NC(=O)c1ccccc1Nc1ccccc1	2.1	0.1	-3.7	-26.4	-6.0	10.6	3.4	-0.3	-3.9
O=C(NCCCN1CCCC(O)C1)c1cc(COc2ccc(F)cc2F)on1 (stereo not given)	-4.2	3.2	-3.2	6.0	6.6	-20.2	-6.8	-2.1	-2.1
O=C(NNC(=O)c1ccc(-c2ccc([N+](=O)[O-])cc2)o1)c1ccncc1	-3.9	-1.8	-1.1	-6.1	-4.1	8.1	-22.9	1.8	2.9
Cn1c(=N)n(CC(=O)c2ccc(F)cc2)c2ccccc21	4.1	11.3	-3.0	61.7*	46.4	21.7	3.6	-5.2	19.7
CCOC(=O)[C@H]1[C@H]2COc3ccc(Cl)cc3[C@H]2N2C(=O)CNC(=O)[C@@]12C	-0.1	-0.9	-3.1	1.8	14.6	10.4	2.2	-4.8	-7.3
O=C(Nc1ccccc1C(=O)NCc1ccco1)Nc1cccc2ccccc12	-2.7	13.0	-3.0	-21.8	-5.9	-238.6	-6.4	6.5	-1.1
CC12CC3CC(C)(C1)CC(C(=O)NC(=S)N1CCOCC1)(C3)C2	-0.3	-1.2	-2.3	-18.8	-4.8	16.3	-2.6	-3.2	-6.7
O=C(CSc1ccccc1F)NCCCN1CCCC1=O	0.1	-3.7	-3.4	-6.3	1.5	10.7	1.0	0.3	8.7
CS(=O)(=O)c1ccc2nc(NC(=O)c3cc(-c4ccccc4)nn3-c3ccccc3)sc2c1	-4.1	-11.6	0.6	-0.9	-4.2	-247.6	39.5	-9.6	0.8
COc1cc(NC(=O)Cc2cccs2)ccc1-n1cnnn1	-2.0	-22.1	-2.5	-23.0	-2.0	-13.4	2.8	-9.4	-2.5
O=C(Nc1nnc(SCc2ccccc2F)s1)C1=COCCO1	0.2	-23.2	-3.4	6.9	-0.1	-5.9	4.6	21.6	-4.2
CCn1cc(CN2CCC(n3nccc3NC(=O)C(OC)c3ccccc3)CC2)cn1 (stereo not given)	-0.9	-1.4	-3.3	19.9	10.3	-4.5	2.5	-0.1	3.2
CCN(CC)c1ccc(C=Nc2ccc(OC)c(S(=O)(=O)N3CCOCC3)c2)c(O)c1	-17.6	20.4	-5.5	4.9	4.7	-10.4	8.1	8.0	-0.7
COc1ccc(OC)c(-c2csc(CCn3nc(C)cc3C)n2)c1	2.3	5.3	1.3	-12.6	0.2	5.8	2.3	-10.2	5.9
CCCCC1CCC(C(=O)NCC(c2ccco2)N2CCOCC2)CC1 (stereo not given)	1.6	.	-0.9	-2.1	-0.8	5.7	-9.7	.	10.1
CCc1noc(C)c1C(=O)Nc1nnc(CC(C)C)s1	0.1	13.5	0.3	-5.1	-6.7	7.9	-6.6	-3.3	9.7
O=C1CCCN1CN(C(=O)c1ccccc1)c1ccc(F)cc1	1.6	-4.2	-0.4	-11.2	5.0	22.1	2.6	-0.8	3.8
COc1cc2c(cc1OC)CN(C(=O)/C=C/c1ccc([N+](=O)[O-])cc1)CC2	0.4	13.5	0.3	-6.5	-1.4	9.0	-1.6	-0.6	5.8
CN(C)C=Nc1nonc1N	0.9	-11.7	-2.4	-18.5	-7.3	45.3*	-17.7	-3.9	-7.3
CC(C)(C)C(=O)CN1C(=O)C2(OCCO2)c2ccccc21	3.6	9.6	-2.1	-13.3	-8.5	13.9	9.8	-6.2	-12.1
O=C(Cn1ncc2c1-c1ccccc1OC2)Nc1nc2ccccc2s1	-1.8	-1.7	-1.1	-21.7	-17.6	11.8	4.8	-1.6	-4.6
Nc1cc(N)nc(SCC(=O)Nc2ccc3c(c2)OCO3)n1	0.7	-12.2	7.1	14.4	-0.4	4.4	-1.7	-3.6	6.5
CC(=O)N1c2ccccc2Nc2ccccc21	-7.6	0.6	-1.8	1.3	-5.5	19.4	-5.9	-8.7	4.2
O=C(CN1C(=O)NC2(CCCCCC2)C1=O)NCc1ccc(Cl)cc1	2.5	-2.0	-1.4	-0.1	-3.3	3.3	6.0	5.0	-0.2
Cc1cc(N2CCCCC2)nc(N)n1	2.8	-2.9	1.1	3.9	2.7	24.6	8.3	-9.1	0.5
CCOc1cc(C2NC(=O)NC(O)(C(F)(F)F)C2C(=O)c2ccc(OC)cc2)ccc1O (stereo not given)	3.0	-8.2	-3.5	3.0	2.6	24.2	-7.8	-4.4	1.5
CCOc1cc(/C=C(\C#N)C(=O)Nc2ccccn2)ccc1O	-97.6	0.3	4.2	20.6	0.6	-9.0	-14.4	-5.1	-3.3
C1=C(c2ccccc2)Nc2nnnn2C1c1cccs1 (stereo not given)	43.2	-19.1	1.3	-15.0	4.0	-19.3	0.8	-12.8	0.5
Nc1nonc1-n1nnc(C(=O)N/N=C/c2ccccc2Cl)c1-c1ccccc1	3.4	23.3	0.1	-7.8	4.0	12.5	2.4	-3.5	3.8
Cc1ccc(C)c(OCC(=O)Nc2ccc(C(=O)O)cc2NC(=O)COc2cc(C)ccc2C)c1	0.3	-31.4	-6.6	-3.7	4.8	6.9	-22.0	-3.4	-9.5
CC1(C)CC(=S)Nc2ccccc2S1	-0.9	35.4	10.9*	6.7	1.1	16.9	7.1	-4.2	4.3
COc1ccc(CCNS(=O)(=O)c2ccc3oc(C(=O)O)c(C)c3c2)cc1OC	0.6	-11.7	-0.1	-5.3	1.6	8.4	-3.5	-6.1	15.8
O=C(Nc1ccc(S(=O)(=O)Nc2ccccn2)cc1)c1ccc(Cl)cc1Cl	1.5	-4.0	0.0	-12.1	-0.5	-42.8	5.2	-0.6	-0.2
O=C(NCCN1CCN(Cc2ccccc2)CC1)Nc1cc(Cl)cc(Cl)c1	2.9	0.1	-4.0	-35.8	-1.7	12.8	11.4	0.2	6.2
Cc1cc(OCCCCCN2CCCC2)ccc1Cl	-16.3	-2.1	-4.3	-1.2	-6.5	13.1	-2.8	-11.2	-6.7
COC(=O)c1c(C)oc(C)c1S(=O)(=O)NCc1cccs1	-0.8	17.1	-3.1	-4.1	5.1	0.0	2.8	-4.0	10.0
O=C(COC(=O)CCC(=O)c1ccc(F)cc1)NCc1ccco1	4.8	-5.2	1.3	-6.1	-2.6	2.1	2.7	2.6	10.4
CCc1cc(=O)oc2c3c(cc(OCC(=O)NCc4ccccn4)c12)OC(C)(C)CC3	1.5	21.3	3.9	-5.3	-0.9	-178.9	17.8	18.4	-4.3
C=CCNC(=O)NC(=O)COC(=O)CC(NC(N)=O)c1ccc(Cl)cc1 (stereo not given)	1.7	-4.1	1.1	-3.0	-1.4	21.0	2.7	0.4	1.6
O=c1oc2ccccc2c2nccnc12	3.1	-4.7	-1.6	-10.2	-4.6	28.1	-5.9	-2.7	-6.9
CCCCNc1c(-c2ccc(SC3CCCCC3)c(OC)c2)nc2ccc(Cl)cn12	-24.6	28.5	-7.9	-1.1	3.9	-498.7	-17.5	-1.2	2.2
O=C(NC1CCN(Cc2ccc3ccccc3c2)CC1)c1ccccc1	0.8	-0.6	4.1	9.2	-2.9	29.0	11.6	-0.4	4.9
COc1ccc(CC(=O)Nc2cccc(SC)c2)cc1OC	1.5	11.7	.	.	.	22.3	.	-2.2	.
O=C(C1=C[C@@H](c2ccc(C(F)(F)F)cc2)C[C@@H](OCCCCO)O1)N1CCCCCCC1	1.0	3.2	-3.4	-8.6	2.8	14.0	5.3	7.8	-9.6
CN(C)C(=S)Nc1cccc(-c2n[nH]c(=S)o2)c1	1.3	-4.1	-1.8	-9.9	1.7	-234.6	-8.2	20.6	1.4
COc1ccc(C2Oc3ccccc3C3=C2C(c2cccs2)n2ncnc2N3)cc1 (stereo not given)	3.1	19.9	-5.6	-1.0	5.5	-173.7	-1.0	0.6	1.5
NS(=O)(=O)c1ccc(CCNC(=O)c2ccc[nH]c2=S)cc1	2.1	30.7	1.5	-0.5	7.9	17.0	4.3	-2.4	8.0
CC(=O)NN1C(=O)c2ccc3c4c(ccc(c24)C1=O)C(=O)N(NC(C)=O)C3=O	0.9	53.1	-5.7	28.1	11.0	35.0*	-178.4	20.1	19.7
COc1ccc(NC(=O)C2CCCN(c3cnccn3)C2)c(OC)c1 (stereo not given)	0.8	-1.2	-2.6	-5.7	5.8	-279.5	-6.8	-2.7	-0.1
CCOc1ccccc1NC(=O)N1CCCC1C(=O)Nc1ccc(NC(C)=O)cc1 (stereo not given)	4.0	-0.5	-2.8	-11.7	-7.8	25.8	1.6	-5.1	-6.0
COc1ccc(-c2ccc(SCc3ccccn3)nn2)cc1OC	-10.7	-0.8	-3.1	-57.4	-20.7	-0.7	-16.0	5.1	-5.0
COc1ccccc1N1CCN(Cc2nc(-c3ccc(F)cc3)oc2C)CC1	-1.6	0.7	-1.9	5.2	4.6	-7.2	-2.3	-10.3	23.0
